High-throughput results deposited in PubChem by National Center for Advancing Translational Sciences (NCATS).
uPA generation = qHTS for Inhibitors of Cell Surface uPA Generation; cell surface uPA generation assay, qHTS; Potency, µM (top dose mostly 38.3 µM), inactives show at the top dose activity change, negative = inhibition, actives largely listed as inhibitors; 330,000 compounds, 0.31% hits; active = well fitted inhibition curve with a large enough effect; inconclusive = small, poorly fitted or top-dose-only effect; inactive = no such curve, though single readings can be large or run the other way; tested in mouse RAW 264.7 cells; also: potency is read from the fitted curve at half-maximal effect; % is scaled to controls: 0 for no effect and ±100 for the full control effect; nearly all actives have a fitted effect of over 55% in size
TCR activator = Activators of T cell receptors: qHTS campaign. primary human leukocytes, anti-CD3, IL-2 HTRF, 48 h. Potency, µM (top dose mostly 9.22 µM), for inactives: top-dose activation of IL-2 secretion, usual class: activators. 330,000 tested, under 10 active. AID 504894, 2011; active = well fitted activation curve with a large enough effect; inconclusive = small, poorly fitted or top-dose-only effect, or another doubt; inactive = no such curve, though single readings can be large or run the other way; also: % of control where 0% means no effect
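Activity was scored as IL-2 release from primary human leukocytes given only a TCR signal (a-CD3 beads) plus compound for 48 hr. Detection used a two-antibody HTRF format read at 665nm.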
TSG101-PTAP inh = qHTS Assay for Iinhibitors of HIV-1 Budding by Blocking the Interaction of PTAP/TSG101; Tumor susceptibility gene 101 protein (Homo sapiens), Q99816; Fluorescence polarization, FITC-PTAP peptide / Tsg101 binding; Potency, µM (series often up to 115 µM), without a hit: at the top dose activity change, negative = inhibition, actives largely listed as inhibitors; 340,000 tested, under 10 active; AID 493005, 2010; active = well fitted inhibition curve with a large enough effect in the main read-out, with a control signal flat, not every such curve was filed as active; inconclusive = small, poorly fitted or top-dose-only effect, or effect the other way, or a change in a side signal; inactive = no such curve, though single readings can be large or run the other way; also: potency is read from the fitted curve at half-maximal effect; % of control where 0% means no effect
Target sequence (Q99816 whole entry, looked up): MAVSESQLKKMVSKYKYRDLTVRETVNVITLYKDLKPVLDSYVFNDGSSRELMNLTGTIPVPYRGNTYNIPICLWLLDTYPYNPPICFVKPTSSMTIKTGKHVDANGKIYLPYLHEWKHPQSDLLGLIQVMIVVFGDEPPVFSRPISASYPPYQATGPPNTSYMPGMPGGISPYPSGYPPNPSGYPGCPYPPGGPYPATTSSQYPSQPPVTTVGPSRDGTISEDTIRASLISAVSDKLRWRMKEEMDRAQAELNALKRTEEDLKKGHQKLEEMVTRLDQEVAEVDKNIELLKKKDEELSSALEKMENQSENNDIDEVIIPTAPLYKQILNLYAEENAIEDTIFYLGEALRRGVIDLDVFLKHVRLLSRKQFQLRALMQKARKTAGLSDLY
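Compounds were pin-transferred onto Tsg101 binding domain (10 uM final) in HEPES pH 7.5 buffer, then FITC-PTAP peptide was added at 50 nM final. After 20 min at RT, polarization reported peptide displacement across a qHTS concentration series.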
Active calls of the source: *; ? = inconclusive; [ ] = remark or other dose. Only part of the results is shown; the hit share may differ from the screen's.

canonical_smiles	uPA generation	TCR activator	TSG101-PTAP inh
CC1(C)Cc2c(cnn2-c2ccc(F)cc2)C(NC(=O)c2cnccn2)C1 (stereo not drawn)	0%	-4%	-2%
CCCC1CC(C(=O)Nc2ccccc2)C(=O)O1 (stereo not drawn)	1%	4%	-3%
O=C(NCc1ccccc1)N1CCN(CCO)CC1	1%	-1%	2%
CCc1c(C2(O)CCCCC2)[nH]c2ccc(C#N)cc12	19%	-1%	-1%
C#CCOCCOCCOCCNc1nc(N2CCN(C(=O)[C@H]([C@@H](C)CC)n3cc(CCC(=O)O)nn3)CC2)nc(N2CCN(C(=O)[C@H](CCCCN)n3cc(CC(C)O)nn3)CC2)n1 (stereo partly drawn)	6%	4%	-3%
Cc1nn(-c2ccccc2)c(C)c1/C=N/NC(=O)c1ccc(F)cc1	14%	3%	1%
[O-][n+]1ccc(OCc2ccccc2)cc1	-4%	0%	-3%
CCc1cc(=O)oc2cc(OS(C)(=O)=O)ccc12	-5%	1%	-4%
O=C(CCCCCCC(=O)Nc1ccccc1)NO	?	-1%	0%
O=C(c1ccc(Br)o1)N1CCN(C23CC4CC(CC(C4)C2)C3)CC1	-1%	1%	-4%
CC(=O)c1cc2c(cc1C)CCCC2(C)C	1%	1%	1%
Cc1cc(=O)oc2c(C)cc(C(C)(C)C)cc12	-6%	-1%	3%
CCOC(=O)CCNC(=O)N1CCC(CCOc2ccccc2)(C(=O)OCC)CC1	16%	0%	-3%
CCCOc1ccc(C(=O)OCCN2CCCCC2)c(O)c1	1%	-4%	0%
CCOc1ccccc1C=C1SC(=S)N(CC)C1=O	7%	8%	0%
CC(C)c1nc2sc3c(SCCN(C)C)ncnc3c2c2c1CCC2	0%	-1%	0%
COc1ccc(CN2CC[C@H]3C=CC[C@@H](C(=O)N4CCOCC4)[C@H]3C2=O)cc1OC	-2%	0%	1%
COc1ccc(OC)c(/C=N/NC(=O)C(=O)N/N=C/c2cc(OC)ccc2OC)c1	1%	3%	-2%
CCN1C[C@@H]2[C@@H]3C(=O)N(Cc4ccccc4)C(=O)[C@@H]3[C@](Cc3ccccc3)(C1=O)N2C(=O)c1ccccc1	-20%	8%	-5%
O=C(NCCCN1CCOCC1)c1onc(CSc2ccncc2)c1C(=O)NCCCN1CCOCC1	-2%	6%	-3%

Ordered by value in TCR activator (ascending): some entries from above.
compound	TCR activator
CCCOc1ccc(C(=O)OCCN2CCCCC2)c(O)c1	-4%
CCCC1CC(C(=O)Nc2ccccc2)C(=O)O1 (stereo not drawn)	4%
CCOc1ccccc1C=C1SC(=S)N(CC)C1=O	8%

More entries:
canonical_smiles	uPA generation	TCR activator	TSG101-PTAP inh
O=C1CC2(CCN1)CCN(Cc1ccccc1)CC2	9%	11%	0%
Cc1cccc(CC2(O)C(=O)Nc3ccccc32)n1 (stereo not drawn)	9%	3%	-1%
CC(=O)Nc1ccc(NC(=O)c2ccc(Cl)c(S(=O)(=O)N3CCc4ccccc43)c2)cc1	-6%	6%	-3%
CCn1cc(C(=O)NC2CCCC2)c(=O)c2cc(S(=O)(=O)N3CCOCC3)ccc21	-1%	-4%	-1%
C#CCOCCOCCOCCNc1nc(N2CCN(C(=O)Cn3cc(CCO)nn3)CC2)nc(N2CCN(C(=O)[C@H]([C@@H](C)CC)n3cc(CCCN=C(N)N)nn3)CC2)n1	-1%	-1%	-2%
CC(C)NC(=O)c1onc(CSc2ccncc2)c1C(=O)NC(C)C	6%	-3%	-4%
O=C(CN1C(=O)c2ccccc2C1=O)NC(Cc1ccccc1)C(=O)O (stereo not drawn)	1%	-4%	-2%
CC1(C)C2CC[C@]3(C)C(CC=C4[C@@H]5C[C@](C)(CO)CC[C@]5(C(=O)O)CC[C@]43C)[C@@]2(C)CC[C@@H]1O (stereo partly drawn)	17%	8%	-5%
O=C1CSC(=S)N1N=Cc1c(O)ccc2ccccc12	1%	0%	4%
COc1ccc(OC)c(S(=O)(=O)Nc2cccc(O)c2)c1	9%	4%	-3%
CCN(C(=O)COC(=O)c1ccccc1Nc1ccccc1)c1c(N)n(Cc2ccccc2)c(=O)[nH]c1=O	-19%	2%	-1%
CCN1CCN(c2c(Cl)cccc2NC(=O)c2cc3ccccc3o2)CC1	-7%	4%	-1%
O=C(O)C1C2CCC(CC2)C1C(=O)O (stereo not drawn)	1%	1%	-1%
O=C(O)C1CCN(Cc2oc(CO)cc(=O)c2O)C1 (stereo not drawn)	6%	-3%	-1%
OCC[C@H]1C[C@@H](O)[C@H](O)[C@@]2(CCCCO2)O1	9%	7%	-10%
COc1ccc(Cl)cc1NC(=S)NC(=O)c1ccc2c(c1)OCO2	-2%	1%	2%
COc1ccccc1OCC(=O)Nc1nc(-c2ccc(S(=O)(=O)N3CCOCC3)cc2)cs1	-4%	-3%	-1%
Cc1cc(/C=C2/SC(=S)N(c3cccc(Cl)c3)C2=O)c(C)n1-c1cccnc1	-2%	4%	-10%
CC(=O)Nc1ccc(C=NN=C2c3ccccc3-c3ccccc32)cc1	-4%	-12%	-5%
CC(C)C[C@@H](CNCC(=O)[C@H](CC(=O)O)NC(=O)c1[nH]cnc1C(=O)N[C@H](CN)CC(C)C)NC(=O)c1nc[nH]c1C(=O)N[C@@H](C)C(=O)O	-1%	-4%	-1%
Cc1ccc(C)c(OCc2cc(C(=O)NC(c3ccccn3)C(F)(F)F)no2)c1 (stereo not drawn)	22%	-19%	-4%
CC(=O)Nc1ccc2c3c(cccc13)CC2	1%	7%	-5%
C=C1CC2(OC1=O)c1ccccc1CCc1ccccc12	-10%	6%	-5%
O=C(C=C(O)c1ccc(Cl)cc1)C(=O)NNC(=O)C(O)(c1ccccc1)c1ccccc1	0%	6%	-7%
O=C(O)c1cc(-c2cc(C(=O)O)c3ccccc3n2)ccc1O	1%	-4%	-2%
COC(=O)CN1C(=O)[C@@H]2[C@H](C1=O)[C@@H]1CC(C(=O)OC)=C[C@@H](C(=O)OC)[C@@H]3C1=C(C(=O)[C@]3(C)NC(=O)c1ccccc1)[C@@H]2C	8%	0%	-1%
Cc1ccc(-c2csc(NC(CO)c3nc4ccccc4n3CCOCCO)n2)cc1 (stereo not drawn)	-9%	3%	-5%
CC(C)=CCc1c(O)ccc(C2COc3c(CC=C(C)C)c(O)cc(O)c3C2=O)c1O (stereo not drawn)	13%	-14%	1%
C#CCCOC(=O)N1C2=NC(C(=O)OC)=C(C(=O)OC)[C@@H]3Nc4ccccc4[C@]23C[C@H]1C(=O)OC	9%	2%	-1%
O=C(CCc1ccco1)CCc1ccco1	-2%	-18%	-9%
S=C(NCc1ccccn1)NN=Cc1ccccn1	-10%	0%	-2%
Cc1cc2c(cc1C)NC(C)CC(=O)N2 (stereo not drawn)	-2%	1%	-4%
CCc1sc(C(=O)NCCCN2CCCC2=O)cc1Br	6%	10%	-7%
O=C1NC(=S)NC1=Cc1ccco1	1%	4%	-8%
COc1ccc(C(=O)NNC(=O)c2cccc3ccccc23)cc1	-1%	-2%	-8%
NC(=O)CC(NC(=O)c1ccccc1)C(=O)O (stereo not drawn)	14%	1%	-2%
O=c1[nH]c2cnn(-c3ccccc3)c2c(=O)n1O	1%	9%	0%
COc1ccc(Cl)cc1NC(=O)CN(C)C(=O)CN1C(=O)NC(C)(c2ccc3ccccc3c2)C1=O (stereo not drawn)	6%	-3%	-4%
COCCN(C(=O)COC(=O)c1ccc(-c2ccccc2)cc1)c1c(N)n(Cc2ccccc2)c(=O)[nH]c1=O	-3%	-3%	1%
N#CC1(Nc2ccc(C(=O)O)cc2)CCCC1	-9%	1%	-6%
Nc1ccc(-n2c(N)c(C(=O)NCc3ccc4c(c3)OCO4)c3nc4ccccc4nc32)cc1	-4%	6%	-4%
CN(Cc1c(F)cccc1Cl)C(=O)c1cccc(S(=O)(=O)N2CCN(Cc3ccccc3)CC2)c1	-2%	-3%	0%
C=C1CCN([C@@H](Cc2ccccc2)C(=O)NCc2ccc(Cl)c(Cl)c2)S(=O)(=O)c2ccccc21	?	7%	-1%
COc1cc(C(=O)N2CCN(S(=O)(=O)c3ccc(C)cc3)CC2)ccc1OCC(=O)N1CCOCC1	-12%	4%	-10%
O=[N+]([O-])c1ccc(Nc2nc(N3CCOCC3)nc(N3CCOCC3)n2)cc1	3%	-2%	0%
O=C(O)C(c1ccccc1)C(O)C1CCCC1 (stereo not drawn)	2%	-3%	-2%
CC(=O)Nc1ccc(N=Nc2ccccc2)cc1[N+](=O)[O-]	-1%	7%	-1%
Cc1ccc(C(=O)N2[C@@H]3CN(C)C(=O)[C@@]2(Cc2ccccc2)[C@H]2C(=O)N(Cc4ccccc4)C(=O)[C@@H]32)cc1	-5%	5%	-4%
COc1cc(OC)c(OC)cc1CNC(=O)c1cc(S(=O)(=O)N(C)c2ccccc2OC)ccc1C	-4%	2%	-1%
COc1cc(C(=O)Nc2cc(S(=O)(=O)N3CCOCC3)ccc2N2CCOCC2)ccc1OC(F)F	2%	-7%	-5%
CCc1nnc(SCc2cccc(F)c2)nc1CC	-11%	2%	-5%
Oc1ccc(C[C@H]2CNC(=S)N2CC2CCCN2C[C@H](Cc2ccccc2)N2C[C@H](Cc3ccc(O)cc3)N(CCc3ccccc3)C2=S)cc1 (stereo partly drawn)	?	0%	-7%
CC(C)(C)CC(C)(C)NCC(O)COc1ccc2c(c1)CCC2 (stereo not drawn)	-6%	4%	0%
CS(=O)(=O)N(Cc1nc2sc3c(c2c(=O)[nH]1)CCCC3)C1CCCCC1	4%	5%	-3%
CC(=O)CC[N+](C)(C)C	-5%	0%	-5%
C#CCNC(=O)C1=C[C@@H](c2ccc(C(F)(F)F)cc2)C[C@@H](OCc2ccc(CO)cc2)O1	6%	-3%	0%
C#CC(C)(O)C1CC(CC(=O)O)C1(C)C (stereo not drawn)	2%	-8%	-1%
COc1ccc(C)cc1NC(=O)C1CC(=O)N(CCc2ccc(F)cc2)C1 (stereo not drawn)	-1%	-1%	0%
CC(C)(C)n1nc(Cc2cccc3ccccc23)c2c(N)ncnc21	14%	2%	-2%
Cc1cccn2c(=O)c3cc(C(=O)NCc4ccccc4)c(=N)n(CCCN4CCOCC4)c3nc12	-30%	1%	-1%

Further compounds follow.
canonical_smiles	uPA generation	TCR activator	TSG101-PTAP inh
CC(=O)c1ccc(NC(=O)c2cnn3c(C(F)F)cc(C4CC4)nc23)cc1	-7%	0%	-4%
C#CCNC(=O)C1=C[C@@H](C)[C@H](CCCO)[C@@H](OCC)O1	3%	-8%	43%[activator]
CC=Cc1cc(OC)c2c(c1)C(C)C(c1ccc(O)c(OC)c1)O2 (stereo not drawn)	-1%	0%	-3%
CN(C)CCCC1Sc2ccccc2Sc2ccccc21 (stereo not drawn)	5%	2%	3%
Nc1c(Cl)cc(N=Nc2ccccc2)cc1Cl	-2%	-33%	-7%
COCCNC(=O)C1CC(=O)N(c2ccc(F)c(Cl)c2)C1 (stereo not drawn)	-8%	-28%	-3%
CC1(C(=O)OCC(=O)Nc2cc(S(=O)(=O)N3CCOCC3)ccc2Cl)CC1(Cl)Cl (stereo not drawn)	-10%	-3%	1%
CC(C)(C)OC(=O)N1CCCC(C(=O)Nc2cccc(C(=O)NCCc3ccccc3)c2)C1 (stereo not drawn)	17%	0%	-14%
O=[N+]([O-])c1ccc(S(=O)(=O)NN=C2CCCCC2)cc1	0%	-6%	-3%
O=C(CCNS(=O)(=O)c1ccc(OC(F)(F)F)cc1)Nc1cccc(S(=O)(=O)N2CCCC2)c1	-25%	-1%	-4%
COc1ccc(S(=O)(=O)NCc2nc3nc(C)cc(C)n3n2)cc1	8%	1%	-3%
Nc1[nH]c(=O)nc(Nc2ccccc2)c1N=O	5%	-7%	-4%
C#CCOCCOCCOCCNc1nc(N2CCN(C(=O)Cn3cc(CC(C)O)nn3)CC2)nc(N2CCN(C(=O)[C@H]([C@@H](C)O)n3cc(CCCCN)nn3)CC2)n1 (stereo partly drawn)	10%	15%	-1%
Cc1nn(-c2ccccc2)c(N2CCCC2)c1/C=N/NC(=S)Nc1ccc(F)cc1	13%	-1%	-4%
